Assay outcomes (PubChem BioAssay)
G9a block: G9a (human) methyltransferase inhibition; Q96KQ7; G9a H3K9 monomethylation, AlphaScreen, 2 h; Potency, µM (doses to about 102 µM), without a hit: top-dose activity, negative = inhibition, usual class: inhibitors; hit rate 8.8% among 350,000; AID 504332; also: potency is read from the fitted curve at half-maximal effect; % is scaled to controls: 0 for no effect and ±100 for the full control effect; nearly all actives have a fitted effect of over 75% in size
Target sequence (Q96KQ7 913-1193 limits assumed): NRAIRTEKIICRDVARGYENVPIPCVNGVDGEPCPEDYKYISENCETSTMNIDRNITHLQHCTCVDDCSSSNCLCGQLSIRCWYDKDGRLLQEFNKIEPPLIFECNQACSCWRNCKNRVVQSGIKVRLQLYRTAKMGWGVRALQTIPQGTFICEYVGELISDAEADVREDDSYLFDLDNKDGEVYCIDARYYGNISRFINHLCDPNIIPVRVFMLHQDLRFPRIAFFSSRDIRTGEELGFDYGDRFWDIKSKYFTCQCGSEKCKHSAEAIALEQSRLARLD
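Chemiluminescent proximity detection of H3K9 monomethylation, read after 10 min bead incubation in the dark. Reaction: 20 nM G9a, 500 nM biotin-H3K9 peptide, 20 uM SAM cofactor, 2 h, room temperature, following 15 min enzyme-compound preincubation.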
POLH inh: inhibitors of human DNA polymerase eta | AID 588591 | Q9Y253 | Potency, µM (series often up to 114 µM), inactives show top-dose activity change, negative = inhibition, usual class: inhibitors | recombinant Pol eta, fluorescent DNA replication assay | hit rate 1.2% among 390,000; also: potency is read from the fitted curve at half-maximal effect; % is scaled to controls: 0 for no effect and ±100 for the full control effect
Target sequence (Q9Y253 whole entry, looked up): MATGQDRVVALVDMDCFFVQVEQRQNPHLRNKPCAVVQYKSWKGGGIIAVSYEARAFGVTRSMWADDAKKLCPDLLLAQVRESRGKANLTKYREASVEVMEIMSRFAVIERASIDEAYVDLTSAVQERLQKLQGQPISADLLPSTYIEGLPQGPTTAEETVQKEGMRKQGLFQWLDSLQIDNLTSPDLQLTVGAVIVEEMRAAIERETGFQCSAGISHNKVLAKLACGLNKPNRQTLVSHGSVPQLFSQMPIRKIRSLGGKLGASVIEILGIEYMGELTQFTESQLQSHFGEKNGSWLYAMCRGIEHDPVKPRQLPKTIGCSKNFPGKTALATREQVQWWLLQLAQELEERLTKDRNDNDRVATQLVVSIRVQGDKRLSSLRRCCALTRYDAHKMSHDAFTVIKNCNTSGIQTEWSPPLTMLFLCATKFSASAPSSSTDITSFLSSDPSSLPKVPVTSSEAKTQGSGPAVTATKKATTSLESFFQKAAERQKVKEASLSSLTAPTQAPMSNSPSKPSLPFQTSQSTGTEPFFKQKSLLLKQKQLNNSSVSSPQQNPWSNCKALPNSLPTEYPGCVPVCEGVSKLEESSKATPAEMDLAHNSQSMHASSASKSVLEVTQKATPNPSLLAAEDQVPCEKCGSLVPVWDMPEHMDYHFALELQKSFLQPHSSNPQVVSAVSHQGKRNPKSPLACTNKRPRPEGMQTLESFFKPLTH
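Pol eta (10 nM) was preincubated with compounds for 15 min at room temperature, after which fluorescent replication substrate (50 nM final) was added to start the reaction. Fluorescence was read kinetically at 0 and 10 min.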
PGK inhibitor: T. brucei PGK inhibition. PGK/GAPDH coupled, Kinase-Glo luminescence, 60 min. P07378. Potency, µM (top dose mostly 57.5 µM), for the others: top-dose activity change, negative = inhibition, hits mostly inhibitors. hit rate 0.043% among 380,000; also: potency is read from the fitted curve at half-maximal effect; % is scaled to controls: 0 for no effect and ±100 for the full control effect; nearly all actives have a fitted effect of over 60% in size
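Luminescent ATP detection (Kinase-Glo Plus) follows a 60-minute room-temperature incubation, with wells lacking PGK as controls. Buffer: 100 mM TEA (pH 7.6), 5 mM MgCl2, 0.01% Tween-20. Coupling enzyme GAPDH (100 nM final) supplies unstable 1,3-BPG in-well.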
JMJD2A Tudor inh: JMJD2A Tudor domain (human) inhibition; AlphaScreen JMJD2A-Tudor / H3K4me3 peptide binding; Potency, µM (titrated, usually from 114 µM), inactives show at the top dose activity change, negative = inhibition, most hits filed as inhibitors; hit rate 4.4% among 390,000; also: potency is read from the fitted curve at half-maximal effect; % is scaled to controls: 0 for no effect and ±100 for the full control effect; nearly all actives have a fitted effect of over 50% in size
BAZ2B inh: blocks human BAZ2B. hit rate 4.4% among 360,000. Q9UIF8. Potency, µM (highest dose often 114 µM), inactives show top-dose activity change, negative = inhibition, usual class: inhibitors. AID 504333. AlphaScreen BAZ2B-H3K14Ac peptide displacement; also: potency is read from the fitted curve at half-maximal effect; % is scaled to controls: 0 for no effect and ±100 for the full control effect; nearly all actives have a fitted effect of over 60% in size
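Inhibition is scored as reduced AlphaScreen emission. The BAZ2B/b-H3(5-23)K14Ac complex (50 nM each) in PBS pH 7.4, 0.01% Tween-20 meets compound (up to 110 uM) for 30 min at RT before bead addition.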
PI4K2A block: blocks human PI4K2A kinase activity. hit rate 0.13% among 420,000. activity change, negative = inhibition, % at 76.9 µM. purified PI4K2A, ADP-Glo luminescence, 1 h; stronger effect = lower value. AID 1346378; in the data active = activity change below about -50%; inconclusive = mostly about -30% to -49%;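 also: -100% = wells without enzyme as full effect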
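In this quantitative HTS, ADP production by PI4K2A was quantified luminescently after 1 h at ambient temperature; 100 microM adenosine served as plate-quality control.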
Pin1 inh: human Pin1 inhibition. Q13526. Potency, µM (top dose mostly 115 µM), inactives show top-dose activity, negative = inhibition, hits mostly inhibitors. Pin1 FP peptide displacement, HiFluor488, 10 min. hit rate 0.009% among 390,000. AID 504891; active = well fitted inhibition curve with a large enough effect in the polarisation, with a control signal flat, not every such curve was filed as active; inconclusive = small, poorly fitted or top-dose-only effect, or effect the other way, or a change in a side signal; inactive = no such curve, though single readings can be large or run the other way; the % refers to the polarisation; also: potency is read from the fitted curve at half-maximal effect; % is scaled to controls: 0 for no effect and ±100 for the full control effect
HP1b chromo inh: inhibitors of HP1-beta chromodomain binding to methylated histone tails. P83916. AlphaScreen HP1-beta / biotin-H3K9me3 peptide binding. Potency, µM (doses to about 114 µM), for inactives: at the highest dose activity change, negative = inhibition, most hits filed as inhibitors. hit rate 0.56% among 390,000. AID 540317; also: potency is read from the fitted curve at half-maximal effect; nearly all actives have a fitted effect of over 70% in size; inactives centre near 23
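HP1-beta protein (50 nM final) preincubated 30 min at room temperature with biotinylated H3(1-18)K9me3 peptide (50 nM) in PBS pH 7.4, 0.01% Tween-20, then compound added for 30 min. AlphaScreen streptavidin donor/nickel chelate acceptor beads (10 ug/mL final), 30 min dark, luminescence read.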
GLS inhibitor: blocks human kidney-isoform glutaminase activity. O94925. GLS enzymatic activity, qHTS titration. Potency, µM (highest dose often 45.5 µM), for inactives: at the top dose activity change, negative = inhibition, most hits filed as inhibitors. hit rate 0.21% among 410,000. AID 624170; also: potency is read from the fitted curve at half-maximal effect; % is scaled to controls: 0 for no effect and ±100 for the full control effect
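Enzyme dispensed in phosphate buffer (45 mM, pH 8.2, 0.02% Tween-20), compounds pinned in, then 1 mM L-glutamine solution and the glutamate oxidase–HRP–Amplex Red mix added; fluorescence read immediately and again after 30 min at room temperature.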
* = called active by the depositor; i = inactive; ? = inconclusive; nt = no result given; & = joins results of further samples; [ ] = dose if it differs, or a comment. Unless noted, calls follow the shape of the dose curve; as a rule, active = well fitted curve in the direction sought with a large enough effect; inconclusive = small, poorly fitted or top-dose-only effect, or another doubt; inactive = no such curve, though single readings can be large; an effect the other way counts as inactive or inconclusive. Only part of the results is shown; the hit share may differ from the screen's.

SMILES | G9a block | POLH inh | PGK inhibitor | JMJD2A Tudor inh | BAZ2B inh | PI4K2A block | Pin1 inh | HP1b chromo inh | GLS inhibitor
Cc1ccc(C)c(N2CCN(C(c3ccccc3)c3nnc(-c4ccccc4F)o3)CC2)c1 (stereo not given) | -49.2%[59 µM] | -25.7% | -1.4% | -3.8% | -18.5% | -1.1 | 30.0%[activator] | 37.9%[activator] | -5.7%
CCN(CC)c1nc(N2CCOCC2)nc2ccccc12 | nt | 1.7% | 0.2% | 12.8% | 10.7% | -0.5 | -12.2% | 86.8%[activator] | 10.4%
Cc1nnc(SCC(=O)N2CCC(Cc3ccccc3)CC2)n(N)c1=O | -47.5%[12.7 µM] | -6.3% | i | 2.5% | 6.0% | 1.0 | -0.5% | 18.6% | -0.9%
O=c1cc(-c2ccccc2Cl)oc2c([N+](=O)[O-])c(O)cc(O)c12 | 50.1µM* | -12.2% | -3.5% | -31.7% | ? | -4.8 | -4.3% | 23.5% | 22.0%
CCCN(C(=O)COC(=O)CNS(=O)(=O)c1ccc(NC(C)=O)cc1)C1CCS(=O)(=O)C1 (stereo not given) | nt | -2.2% | -4.2% | -7.4% | nt | -3.5 | 2.4% | 21.1% | 9.3%
COc1ccc2nc3n(c(=O)c2c1)-c1ncccc1C(=O)NC3CC(C)C (stereo not given) | nt | -17.8% | -8.2% | nt | nt | -3.6 | nt | nt | 1.3%
CC1CN(C(=O)COC(=O)c2cc(=O)[nH]c3ccccc23)CC(C)O1 (stereo not given) | nt | -5.4% | -4.1% | nt | nt | 5.6 | nt | nt | 2.4%
CC(O)(c1ccccc1)c1ccc2ccccc2n1 (stereo not given) | nt | -14.1% | -7.4% | 16.7% | nt | -1.2 | -5.4% | 52.6%[activator] | -3.2%
COc1ccc(C(=O)N/N=C(\C)c2cccc(NC(=O)c3ccc(F)cc3)c2)c(OC)c1 | -6.2%[0.501 µM] | -4.7% | -2.2% | -6.9% | -6.6% | 1.4 | 21.7% | 9.0% | 0.0%
O=C(OCC(=O)N1CCN(C(=O)c2ccco2)CC1)C1=COCCO1 | ? | -8.7% | -3.8% | -9.4% | nt | -11.8 | -0.9% | 24.2% | -9.2%
CCOc1ccc(C(=O)CCC(=O)NCC(=O)Nc2c(C)cccc2C)cc1 | 23.0%[2.33 µM] | -7.0% | -1.5% | -12.4% | 3.8% | 0.5 | 0.3% | 11.8% | -0.8%
CC(=O)c1ccc(C(=O)N(CCN(C)C)c2nc3c(Cl)cccc3s2)cc1 | ? | 0.2% | 3.6% | -19.6% | nt | -7.5 | 0.4% | 20.1% | 12.1%
COc1ccccc1N(CC(=O)NCCc1ccccc1)C(=O)CCC(=O)Nc1ccccn1 | 12.6% | -8.2% | -6.1% | -16.4% | -0.7% | 8.6 | 0.3% | 0.7% | -3.8%
C=CCNC(=S)NNC(=O)c1ccc(Br)cc1 | 50.3%[activator][59 µM] | -19.0% | -0.3% | 11.5% | -15.7% | 4.3 | -3.8% | 19.0% | 27.9%
O=c1ccc(-c2ccc([N+](=O)[O-])cc2)nn1-c1ccccc1 | 2.5% | -8.9% | -7.7% | -6.4% | 0.2% | -2.9 | 0.5% | 21.3% | 6.9%
CN(C)c1nc(N)nc(-c2ccco2)n1 | 2.4%[12.7 µM] | -10.3% | -5.9% | -1.6% | -0.5% | -0.8 | -12.6% | 26.0% | -3.9%
CNC(=O)C(=O)N/N=C/c1ccc(Br)cc1 | ? | 2.1% | i | -19.0% | -31.0% | 5.7 | 42.2%[activator] | 26.2% | -1.7%
O=C(Nc1ccncc1)c1cccs1 | -6.9% | -9.7% | -3.6% | 11.9% | ? | -1.7 | 2.8% | 53.8%[activator] | -3.9%
COc1ccccc1N1CCN(S(=O)(=O)CCNC(=O)C23CC4CC(CC(C4)C2)C3)CC1 | -4.8% | -20.9% | -2.5% | -25.3% | -17.3% | 3.9 | -0.5% | -0.9% | 3.0%
COc1ccc(Cl)cc1NC(=O)CN1CCN(S(=O)(=O)c2ccc(F)cc2)CC1 | 5.0% | 0.4% | i | -6.7% | -10.3% | 3.5 | -5.4% | 25.8% | 1.4%
Cc1ccc(CNC(=O)C2CCC(=O)N(Cc3ccccc3F)C2)s1 (stereo not given) | 21.4%[59 µM] | -9.5% | -6.3% | -1.4% | -7.2% | -3.1 | -4.9% | 20.1% | 2.0%
CCOc1ccc(NC(=O)CN2C(=O)C(C)SC(C)C2=O)cc1 (stereo not given) | 2.6% | -10.2% | 3.8% | 7.2% | nt | -2.8 | -1.8% | 30.0% | 1.6%
COCCN(C(=O)c1c(C)noc1C)c1c(N)n(CC(C)C)c(=O)[nH]c1=O | ? | -13.9% | -9.4% | -10.0% | -1.3% | -1.1 | -1.8% | 14.4% | -2.8%
O=C(Cc1cccs1)N/N=C/C=C/c1ccccc1 | ? | -13.5% | -5.2% | -4.0% | 11.4% | -2.2 | -2.6% | 45.0%[activator] | -6.0%
COc1cccc(CNC(=O)c2ccc3c(c2)nnn3C2CCCC2)c1 | 4.3%[59 µM] | -2.6% | -6.8% | 2.3% | 1.2% | -2.0 | -0.4% | 33.4% | -2.8%
CC(C)c1ccc(NC(=O)C2=CC=CN3CCS(=O)(=O)N=C23)cc1 | ? | -6.2% | -1.6% | -22.8% | 10.7% | 2.6 | 4.5% | 8.0% | 0.8%
Cc1ccc(S(=O)(=O)N2CCC(C(=O)NNS(=O)(=O)c3ccc(Cl)cc3)CC2)cc1 | 38.7%[59 µM] | -8.6% | -7.9% | -15.5% | ? | -2.7 | -2.6% | 16.9% | 13.6%
CC(Sc1n[nH]c(N)n1)C(=O)NC1CCCCC1C (stereo not given) | -4.4% | -6.7% | 9.2% | -4.1% | -3.8% | -2.8 | 0.2% | 37.2% | 4.4%
Cc1noc(C)c1COc1ccc(CC(=O)NCCc2ccccc2)cc1 | -4.4% | -21.6% | 3.2% | -10.7%[57.1 µM] | 7.8% | -8.0 | -0.6% | 56.5%[activator] | 4.7%
CCCN(C(=O)COC(=O)CCOc1ccccc1C)c1c(N)n(Cc2ccccc2)c(=O)[nH]c1=O | 7.8% | -13.8% | -6.3% | -3.1% | -3.0% | -2.0 | 38.0%[activator] | 31.4% | 4.4%
CCc1ccccc1NC(=O)c1cc([N+](=O)[O-])ccc1N1CCOCC1 | nt | -4.5% | 9.2% | -16.6% | -6.2% | -3.3 | -1.7% | 26.1% | 2.1%
COc1cccc2[nH]c(C(=O)NCc3ccccc3)cc12 | 2.2% | -4.9% | i | -32.9% | -6.0% | 200.9 | -1.2% | -3.8% | -7.6%
COC(=O)c1sc(-c2ccc(C(C)(C)C)cc2)cc1NC(=O)COCC(=O)O | nt | -19.1% | -1.5% | 1.8% | -12.9% | -20.1 | -14.1% | 24.0% | -14.2%
CC(=O)Nc1ccccc1C(=O)C(=O)Nc1cccc(C(=O)NCc2ccccc2)c1 | 12.9% | -10.1% | 3.6% | -5.0%[57.1 µM] | 1.5% | 5.0 | 0.5% | 27.5% | -0.9%
Cc1ccc(Nc2nnc(-c3ccc(C)c(S(=O)(=O)N4CCOCC4)c3)c3ccccc23)cc1 | -29.7%[59 µM] | -7.7% | i | -22.2% | 2.1% | 0.5 | 20.9% | 13.5% | -0.2%
CC(CNS(=O)(=O)c1ccc2c(c1)CC(=O)N2C)c1ccccc1 (stereo not given) | -1.5%[59 µM] | -3.0%&-21.9% | -3.2%&-6.8% | -19.3%&-9.9% | -18.0%&-5.3% | 9.4&4.1 | -4.0%&-6.1% | 14.6%&29.2% | -4.6%&-5.6%
Cc1nc2ncnn2c(C)c1CCC(=O)NCc1ccccc1Cl | 0.2%[59 µM] | -6.3% | -9.7% | -12.5% | 1.9% | 3.4 | ? | 10.9% | -13.1%
CCC(=O)N(Cc1cc(=O)[nH]c2ccccc12)c1ccccc1OC | -8.5% | -12.5% | -1.7% | -22.0% | -0.3% | -2.2 | -10.9% | -8.3% | -11.1%
COc1ccc(C2=NOC(Cn3nc(C(=O)NCc4ccc(C)cc4)cc3-c3ccccc3)C2)cc1 (stereo not given) | 17.2%[2.33 µM] | -7.5% | -7.0% | -21.6% | -1.7% | -3.3 | 2.3% | 27.8% | -1.1%
Cc1cc(C)c(S(=O)(=O)Nc2ncn[nH]2)c(C)c1 | nt | -10.7% | -9.2% | 7.6% | 0.7% | -5.4 | -12.9% | 31.1% | -3.3%
O=C(NCC(NS(=O)(=O)OCC(Cl)(Cl)Cl)c1ccccc1)C(F)(F)F (stereo not given) | nt | -14.2% | 6.3% | -12.7% | 2.7% | -3.6 | -6.8% | 29.4% | 19.4%
CN(Cc1c(C(=O)N(C)Cc2ccccc2)nc2ccccn12)CC1Cc2ccccc2O1 (stereo not given) | ? | -24.2% | i | -22.8% | ? | 5.3 | 7.0% | 20.1% | 1.2%
O=C(Nc1ccccc1)OC1CC2CC1C1CCCC21 (stereo not given) | 185.9%[activator] | -7.8% | -5.0% | 20.5% | 55.1%[activator] | -1.0 | -0.2% | 125.4%[activator] | 1.9%
CCOC(=O)C1CCN(C(=O)COc2cccc3ccccc23)CC1 | 9.0%[12.7 µM] | -17.3% | -15.3% | -7.9% | -2.2% | 0.2 | -2.8% | 25.7% | -13.3%
CCN(CC)C(=O)N1CCN(S(=O)(=O)c2ccc(C)cc2)CC1 | 23.3%[59 µM] | -7.9% | 2.8% | -0.6% | 1.7% | 3.3 | -6.5% | 20.7% | 5.3%
COc1ccc(C(=O)OCCCOC(=O)c2ccc(OC)cc2OC)c(OC)c1 | 12.2% | -23.0% | 0.7% | 6.6% | -11.6% | -0.6 | 0.3% | 34.3% | -4.4%
